Screening results: PubChem, several laboratories
SARS 3CLpro inh: SARS-CoV 3CLpro protease inhibition; recombinant SARS-CoV 3CLpro, quenched FRET peptide cleavage; 0.14% of 290,000 active; inhibition, % at 6 µM; in the data active = inhibition above about 12%
TcdB GH inh: blocks C. difficile toxin B glycohydrolase activity; TcdB glycohydrolase enzymatic assay, plate reader; 0.24% of 350,000 active; inhibition, % at 9.99 µM; AID 652162; in the data active = inhibition above about 10%
Target sequence (P18177 whole entry, looked up): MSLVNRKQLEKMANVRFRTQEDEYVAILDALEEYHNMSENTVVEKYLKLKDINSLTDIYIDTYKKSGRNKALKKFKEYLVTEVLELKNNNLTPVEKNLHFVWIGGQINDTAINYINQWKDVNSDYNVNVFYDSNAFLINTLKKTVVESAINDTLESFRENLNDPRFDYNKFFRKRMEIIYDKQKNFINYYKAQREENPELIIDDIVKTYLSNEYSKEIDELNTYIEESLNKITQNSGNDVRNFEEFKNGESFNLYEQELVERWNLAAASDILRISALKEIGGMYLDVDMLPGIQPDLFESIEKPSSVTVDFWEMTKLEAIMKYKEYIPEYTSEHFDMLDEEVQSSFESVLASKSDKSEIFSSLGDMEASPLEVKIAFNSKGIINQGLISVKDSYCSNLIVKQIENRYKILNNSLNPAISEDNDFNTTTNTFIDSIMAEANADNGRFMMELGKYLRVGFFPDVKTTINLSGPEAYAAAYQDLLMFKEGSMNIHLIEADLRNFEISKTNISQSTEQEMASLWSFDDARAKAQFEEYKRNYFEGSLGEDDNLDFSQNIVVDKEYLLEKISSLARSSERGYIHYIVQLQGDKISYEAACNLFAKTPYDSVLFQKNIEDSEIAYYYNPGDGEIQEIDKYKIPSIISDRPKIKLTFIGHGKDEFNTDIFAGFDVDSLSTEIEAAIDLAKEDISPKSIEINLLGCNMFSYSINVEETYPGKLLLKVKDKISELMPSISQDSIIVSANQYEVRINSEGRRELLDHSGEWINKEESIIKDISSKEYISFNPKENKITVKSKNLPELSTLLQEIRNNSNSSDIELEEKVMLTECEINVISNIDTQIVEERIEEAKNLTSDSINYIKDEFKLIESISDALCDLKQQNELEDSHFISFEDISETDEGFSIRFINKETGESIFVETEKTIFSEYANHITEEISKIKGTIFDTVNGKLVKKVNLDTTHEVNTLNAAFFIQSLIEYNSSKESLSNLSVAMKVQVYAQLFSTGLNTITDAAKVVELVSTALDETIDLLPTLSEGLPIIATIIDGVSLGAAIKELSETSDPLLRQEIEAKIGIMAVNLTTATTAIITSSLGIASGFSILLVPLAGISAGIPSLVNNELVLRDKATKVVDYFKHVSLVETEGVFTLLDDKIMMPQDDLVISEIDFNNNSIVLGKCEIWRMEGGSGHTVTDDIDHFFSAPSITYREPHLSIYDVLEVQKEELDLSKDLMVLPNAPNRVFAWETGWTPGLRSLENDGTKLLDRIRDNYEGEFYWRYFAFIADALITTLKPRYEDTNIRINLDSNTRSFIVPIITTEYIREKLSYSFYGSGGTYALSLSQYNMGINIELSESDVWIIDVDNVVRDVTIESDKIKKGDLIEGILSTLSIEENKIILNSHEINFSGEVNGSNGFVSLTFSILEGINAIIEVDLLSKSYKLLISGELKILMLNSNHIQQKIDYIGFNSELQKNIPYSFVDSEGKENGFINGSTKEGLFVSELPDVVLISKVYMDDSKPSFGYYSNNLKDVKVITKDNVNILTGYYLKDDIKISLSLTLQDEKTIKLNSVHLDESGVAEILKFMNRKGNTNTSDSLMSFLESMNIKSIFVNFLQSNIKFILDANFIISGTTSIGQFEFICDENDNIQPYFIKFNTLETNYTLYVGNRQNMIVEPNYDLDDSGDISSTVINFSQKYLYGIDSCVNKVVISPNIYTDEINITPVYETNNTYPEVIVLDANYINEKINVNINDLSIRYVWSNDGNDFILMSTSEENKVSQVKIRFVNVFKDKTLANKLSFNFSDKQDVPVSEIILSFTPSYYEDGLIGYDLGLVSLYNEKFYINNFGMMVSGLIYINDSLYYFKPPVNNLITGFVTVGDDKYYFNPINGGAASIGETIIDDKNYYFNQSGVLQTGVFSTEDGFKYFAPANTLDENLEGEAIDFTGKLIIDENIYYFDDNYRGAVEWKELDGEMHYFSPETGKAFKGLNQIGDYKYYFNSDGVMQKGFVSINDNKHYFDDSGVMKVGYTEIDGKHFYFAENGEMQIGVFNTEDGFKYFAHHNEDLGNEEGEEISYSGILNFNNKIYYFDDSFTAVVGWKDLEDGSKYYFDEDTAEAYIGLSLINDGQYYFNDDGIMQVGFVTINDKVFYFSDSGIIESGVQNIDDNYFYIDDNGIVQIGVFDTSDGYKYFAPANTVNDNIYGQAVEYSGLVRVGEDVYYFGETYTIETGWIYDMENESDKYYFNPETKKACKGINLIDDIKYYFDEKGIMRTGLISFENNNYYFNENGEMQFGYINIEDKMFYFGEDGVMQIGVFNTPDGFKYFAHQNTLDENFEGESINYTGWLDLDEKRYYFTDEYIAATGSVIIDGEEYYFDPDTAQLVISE
PrPC surface inh: cell surface PrPC inhibition, primary TR-FRET screen; TR-FRET read-out; inhibition, % at 13.8 µM; 0.43% of 370,000 active; AID 720596; in the data active = inhibition above about 24%; note: 0% = median of the test wells and 100% = reference compound wells
BH1578 lux ind: quorum light induction in luxS cqsA deficient V. cholerae; V. cholerae BH1578 lux reporter, luminescence, 6 h; AID 588436; 0.16% of 350,000 active; activation, % at 18.7 µM; in the data active = activation mostly above about 9.7%, no sharp cut-off; note: not every result past the cut was called active; inactives centre near 0; reference of the scale not given here
CCHFV vOTU inh: CCHFV vOTU protease inhibition | Pep-AMC fluorescence | inhibition, % at 11.5 µM | 0.55% of 370,000 active | AID 651958; in the data active = inhibition above about 30%; note: 0% = vehicle wells with enzyme and 100% = no enzyme wells
DUSP3 inh: blocks human VHR1 dual specificity phosphatase | inhibition, % at 13.3 µM | 0.52% of 290,000 active | P51452 | recombinant VHR phosphatase, pNPP absorbance; in the data active = inhibition above about 50%; note: some compounds called inactive have numbers as strong as hits
Rv3671c protease: Rv3671c (M. tuberculosis) protease inhibition | P9WHR9 | inhibition, % at 5.96 µM | 0.048% of 320,000 active | AID 2606; in the data active = inhibition above about 38%;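 note: extracellular domain of Rv3671c used as enzyme; 0% = enzyme with DMSO and 100% = no enzyme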
Yp Topo-I inh: blocks Yersinia pestis topoisomerase I activity; Y. pestis Topo-I cleavage product accumulation, plate reader; 0.064% of 360,000 active; activity, % at 10 µM; in the data active = activity above about 50%, passing the limit was not always enough; note: inactives centre near 2
MazEF act: activators of E. coli MazEF toxin-antitoxin RNase; P0AE70; FAM/BHQ RNA-DNA oligo cleavage fluorescence, 5 h; activation, % at 20 µM; 0.32% of 350,000 active; AID 504720; in the data active = activation above about 50%
PriA SSB inh: K. pneumoniae PriA-SSBct interaction inhibition | AlphaScreen SSBct-PriA binding, biotinylated peptide | inhibition, % at 33 µM | 0.6% of 430,000 active | AID 1272365; in the data active = inhibition mostly above about 37%, no sharp cut-off; inactive = mostly below about 20%;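 note: plate controls were negative control peptide for no effect and reference peptide for full effect; strong numbers were not always called active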
The depositor's hits bear a star; i = inactive; · = not tested or not shown; & = joins results of further samples. Not all compounds are listed, so the mix of outcomes need not match the whole.

#	SMILES	SARS 3CLpro inh	TcdB GH inh	PrPC surface inh	BH1578 lux ind	CCHFV vOTU inh	DUSP3 inh	Rv3671c protease	Yp Topo-I inh	MazEF act	PriA SSB inh
1	O=C(NNc1ccccc1)C(=O)N1CCCCC1	-2.2	·	8.9	i	3.3	7.6	2.2	8.5	-6.9	-5.9
2	CCCCOc1ccc(NC(=O)CN2CCN(Cc3ccccc3)CC2)cc1	-0.5	-5.1	11.9	-0.2	15.1	16.7	-2.5	14.0	1.9	-7.3
3	O=C(COC(=O)c1n[nH]c(=O)c2ccccc12)Nc1cccc(S(=O)(=O)N2CCOCC2)c1	·	-2.4	4.6	-0.6	-0.3	·	·	2.1	-21.4	-4.7
4	CCCNC(=O)C1(C)CCCN(C(=O)Cc2ccc(OC)cc2)C1 (stereo not given)	·	0.8	-4.9	i	4.7	·	·	-0.4	·	·
5	Cc1ccc(NC(=O)c2ccccc2NC(=O)Cc2ccccc2)cc1	1.8	·	1.9	-0.6	8.6	-9.9	-4.7	2.3	6.0	-10.5
6	Cc1ccc(Cn2nnc3c(=O)[nH]c(C4CCN(S(=O)(=O)c5ccccc5F)CC4)nc32)cc1	0.8	4.2	-1.7	-0.7	13.7	11.5	-7.8	35.4	1.8	-2.9
7	CCOC(=O)[C@@H]1[C@H]2COc3ccc(Br)cc3[C@@H]2N2C(=O)N(c3ccc(F)cc3)C(=O)[C@@]12C	·	0.2	1.6	-0.4	-5.5	·	-2.7	14.9	8.6	-12.7
8	O=C1CN(C(=O)CSc2nc3ccccc3c(=O)n2CC2CCCO2)c2ccccc2N1 (stereo not given)	3.2	0.4	0.8	-0.7	-5.0	3.3	2.8	7.5	3.9	33.6
9	O=C(NCCN1C(=O)C2C3C=CC(C3)C2C1=O)Nc1cccnc1 (stereo not given)	-3.1	1.1	-4.9	-0.2	0.0	12.4	6.2	-7.2	-2.8	-3.1
10	CC(C)/C=N/NC(=O)c1ccc(Cl)cc1	0.4	0.0	8.7	0.8	-9.6	-1.5	-10.9	-5.6	4.9	·
11	Cc1[nH]n(-c2ccccc2)c(=O)c1/C=N/N(C)c1ccccc1	5.4	·	9.3	-0.2	17.2	-2.2	-20.4	4.9	-1.5	·
12	C#CCOc1ccc(Cl)cc1/C=N/O	-2.1	1.2	-2.2	-0.2	7.8	1.0	-1.5	-9.7	3.6	·
13	Cc1ccc(C(=O)OCC(=O)N2CC(C)CC(C)C2)cc1S(=O)(=O)N1CCOCC1 (stereo not given)	7.4	0.6	-2.3	i	0.6	5.0	1.1	-2.7	7.5	-9.2
14	CCCC(NCC(=O)Nc1ccccc1C(=O)NC1CC1)c1ccccc1 (stereo not given)	·	1.2	2.1	i	12.3	·	·	-2.0	0.8	-7.0
15	COc1ccc(-n2c(Cc3cccn3C)nnc2SCC(=O)Nc2cccc(Cl)c2)cc1	2.1	1.3	2.2	-0.2	3.5	-6.1	-4.3	16.8	-1.2	-6.9
16	Oc1ccccc1/C=N/[n+]1ccccc1	0.1	0.4	2.9	0.0	-7.9	-3.2	0.7	5.4	1.4	·
17	Cc1ccc(CNC(=O)C2CCCN2C(=O)Nc2ccc(F)cc2)cc1 (stereo not given)	-0.6	0.4	2.5	-0.8	-13.5	0.5	-7.3	4.9	8.8	1.0
18	CCOC(=O)c1c(NC(=O)CCS(=O)(=O)c2ccccc2)sc2c1CCN(C(C)C)C2	-5.9	0.8	-12.4	i	1.4	11.0	-8.5	11.3	-1.5	-1.9
19	COc1cccc(-n2c(SCc3c(C)noc3C)nnc2-c2cccc(S(=O)(=O)N(C)C)c2)c1	-2.9	·	-1.9	-0.3	11.9	-1.9	6.2	19.9	-1.7	-4.9
20	COc1cccc(CNc2nc(SC)ncc2CO)c1	4.3	-0.8	-3.9	-1.1	-14.3	1.7	1.9	-0.6	8.1	-2.7
21	c1ccc2c(-c3ccncc3)c[nH]c2c1	-2.5	·	-2.3	i	4.8	32.2	4.7	-4.9	5.5	5.8
22	COc1ccc(-c2cc(C)no2)cc1S(=O)(=O)NCCc1ccco1	5.0	-0.4	3.8	-0.5	3.6	3.7	-2.6	7.9	10.3	0.0
23	CCc1ccccc1NC(=O)NC1CCCCCCC1	-1.3	0.5	-1.2	-0.3	-0.4	18.8	·	4.8	5.4	0.1
24	Cc1ccc(-c2cnco2)cc1	-0.7	0.6	-2.9	i	-4.9	14.4	-2.9	0.6	-3.4	1.4
25	Oc1cccc(C(O)CNCc2ccc(-c3ccccc3)cc2)c1 (stereo not given)	5.1	1.2	-1.2	-0.2	9.2	37.6	-10.7	-13.2	5.8	1.0
26	Cc1cc(C)n2nc(C(=O)N3CCN(Cc4ccc5c(c4)OCO5)CC3)nc2n1	0.6	-0.9	1.3	i	7.5	10.6	2.6	3.5	6.9	-7.3
27	CC1(C)CC(=O)c2cc(OCC(=O)N3CCCCCC3)ccc2O1	4.3	·	-1.1	-0.1	-104.1	2.6	0.5	3.9	-2.7	-11.9
28	COc1cccc(NC(=S)N(Cc2ccc(C)cc2)Cc2ccccn2)c1	-0.1	0.3	2.4	i	13.4	25.8	-2.0	21.1	-4.2	5.4
29	CC(=N\Nc1ccccc1)/C(=N/O)C(=O)Nc1ccccc1	-1.2	·	5.9	-5.0	1.2	17.2	1.4	-1.4	-1.7	·
30	CC(=O)Nc1cc2cc(NS(=O)(=O)c3ccc(C)cc3)ccc2oc1=O	1.6	-3.1	8.4	0.3	4.4	13.8	-1.7	8.6	-13.2	-3.3

In a second layout: two of the compounds above
The line under a structure holds: SARS 3CLpro inh	TcdB GH inh	PrPC surface inh	BH1578 lux ind	CCHFV vOTU inh	DUSP3 inh	Rv3671c protease	Yp Topo-I inh	MazEF act	PriA SSB inh
#11 Cc1[nH]n(-c2ccccc2)c(=O)c1/C=N/N(C)c1ccccc1
→ 5.4	·	9.3	-0.2	17.2	-2.2	-20.4	4.9	-1.5	·
#12 C#CCOc1ccc(Cl)cc1/C=N/O
→ -2.1	1.2	-2.2	-0.2	7.8	1.0	-1.5	-9.7	3.6	·

Of the compounds above, these contain a Cl atom:
#	SMILES	SARS 3CLpro inh	TcdB GH inh	PrPC surface inh	BH1578 lux ind	CCHFV vOTU inh	DUSP3 inh	Rv3671c protease	Yp Topo-I inh	MazEF act	PriA SSB inh
10	CC(C)/C=N/NC(=O)c1ccc(Cl)cc1	0.4	0.0	8.7	0.8	-9.6	-1.5	-10.9	-5.6	4.9	·
12	C#CCOc1ccc(Cl)cc1/C=N/O	-2.1	1.2	-2.2	-0.2	7.8	1.0	-1.5	-9.7	3.6	·
15	COc1ccc(-n2c(Cc3cccn3C)nnc2SCC(=O)Nc2cccc(Cl)c2)cc1	2.1	1.3	2.2	-0.2	3.5	-6.1	-4.3	16.8	-1.2	-6.9

More entries
#	SMILES	SARS 3CLpro inh	TcdB GH inh	PrPC surface inh	BH1578 lux ind	CCHFV vOTU inh	DUSP3 inh	Rv3671c protease	Yp Topo-I inh	MazEF act	PriA SSB inh
31	CCn1c(=O)c(=O)[nH]c2cc(C(=O)N3CCN(Cc4ccc5c(c4)OCO5)CC3)ccc21	2.3	-0.2	4.4	-0.9	2.1	23.8	4.0	6.6	6.6	-16.3
32	C/C(N)=C(/C#N)C(=O)CSc1nnc(Nc2cccc(C)c2)s1	4.3	0.9	11.2	0.1	-9.2	26.3	8.4	4.5&8.8	-13.5&8.2	0.1
33	CC1CCN(C(=O)COC(=O)/C=C/c2ccc([N+](=O)[O-])cc2)CC1	·	1.5	-10.7	2.5	10.7	·	-2.3	3.7	1.4	-0.2
34	O=C(NCC1CCCCC1)C12CN(Cc3ccccc3)CC1C(c1cccc([N+](=O)[O-])c1)=NO2 (stereo not given)	5.7	·	-5.2	i	-5.7	7.2	2.9	-5.3	0.0	26.0
35	Cc1cc(C)cc(CC2CC(=O)N(c3ccc([N+](=O)[O-])cc3)C2=O)c1 (stereo not given)	3.9	-6.5	3.6	i	8.3	9.4	-4.0	3.0	-19.2	-4.1
36	COc1ccc(C(C)=O)cc1COC(=O)c1c(C)noc1C	-2.8	·	3.0	i	-7.2	39.7	2.5	0.0	5.5	-22.4
37	COc1ccccc1C(=O)C1CCCN(C(=O)c2ccc(Cl)cc2)C1 (stereo not given)	·	0.5	14.0	-1.4	11.5	·	·	16.1	-1.9	·
38	O=S(=O)(c1ccccc1)c1nc(NCc2cccnc2)sc1Cl	-0.6	1.6	17.5	i	1.0	17.4	0.0	-0.4	-7.1	4.4
39	Cc1ccc(-n2c(Cc3cccn3C)nnc2SCC(=O)Nc2cc(C)on2)cc1	5.0	·	5.1	i	-1.7	6.2	-3.2	-5.1	-10.9	5.5
40	Cc1ccc(-n2ncc3c(SCc4cccc(C)c4)ncnc32)cc1	0.0	·	5.8	-0.2	-0.8	12.7	-5.9	10.8	-2.4	5.6
41	CNC[C@@H]1Oc2c(NC(=O)Nc3ccccc3)cccc2C(=O)N([C@@H](C)CO)C[C@H]1C	·	-0.7&0.3	-0.3	i	-1.3	·	-3.6	10.8	-14.1	-20.9
42	CC(C)N(Cc1ccccc1)C(=S)Nc1ccccc1F	-1.8	-2.1	-0.2	0.5	-11.2	-2.8	-1.8	-4.3	5.0	-2.1
43	O=C(CCN1C(=O)[C@@H]2Cc3ccccc3CN2C1=O)Nc1cccc(F)c1	-3.2	-1.0	4.8	-0.9	17.8	16.6	2.1	5.0	5.4	4.6
44	CS(=O)(=O)c1ccc(C(=O)NC2CCOC2=O)cc1 (stereo not given)	-3.4	·	3.9	i	6.8	31.6	-1.0	3.1	-1.7	-10.5
45	CCN(CC)C(=O)c1ccc(-c2ccccc2)cc1	2.4	·	-3.0	-0.2	-3.6	14.4	4.4	-1.3	-1.4	-10.3
46	O=C(CSc1ccc([N+](=O)[O-])cn1)Nc1nccs1	-2.3	1.9	-4.6	-0.5	2.5	33.9	-7.4	1.1	-4.9	-4.9
47	Cc1ccc2oc(C(=O)N3CCC(O)(c4cccc(C(F)(F)F)c4)CC3)c(C)c2c1	5.7	0.7	0.8	-0.2	15.6	-17.1	-17.8	16.2	1.7	-6.1
48	O=C(N/C(=C/c1cccnc1)C(=O)N1CCOCC1)c1ccco1	-0.6	0.2	-0.1	1.5	-6.1	-4.5	0.5	4.8	2.8	-5.0
49	CCC(OC(=O)C(C)N1C(=O)C(=O)c2ccccc21)C(=O)Nc1ccccc1OC (stereo not given)	5.2	0.4	-7.0	0.2	1.5	20.6	·	1.8	1.1	0.2
50	Cc1c(-n2c(-c3ccccc3)nc3ccccc3c2=O)c(=O)n(-c2ccccc2)n1C	0.9	0.7	2.0	2.5	-3.7	29.8	-14.6	0.5	3.6	-1.7
51	CC(=O)C(C(C)=O)c1cc(NS(=O)(=O)c2ccccc2)ccc1NS(=O)(=O)c1ccccc1	0.1	1.3	8.7	-0.6	3.0	16.3	-4.3	-5.4	-4.1	-4.3
52	COc1ccc(OC)c(NC(=S)NCCCN2CCOCC2)c1	-1.8	·	8.2	-0.2	12.0	8.2	4.1	-6.3	2.1	-0.8
